Source: PubChem
ERG-DNA inh: blocks human ERG Ets domain binding to DNA | P11308 | fluorescence polarization, His-ERG Ets domain / labelled DNA | 370,000 tested, 0.028% active | Potency, µM (titrated, usually from 76.9 µM), without a hit: at the highest dose FP activity, negative = inhibition, usual class: inhibitors | AID 624246; active = well fitted inhibition curve with a large enough effect in the polarisation, with a control signal flat; inconclusive = small, poorly fitted or top-dose-only effect, or effect the other way, or a change in a side signal; inactive = no such curve, though single readings can be large or run the other way; the % refers to the polarisation;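 also: polarization taken with two DNA probes labelled with fluorescein and Texas red; potency is read from the fitted curve at half-maximal effect; % of control where 0% means no effect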
Target sequence (P11308 whole entry, looked up, the tested form may be a part): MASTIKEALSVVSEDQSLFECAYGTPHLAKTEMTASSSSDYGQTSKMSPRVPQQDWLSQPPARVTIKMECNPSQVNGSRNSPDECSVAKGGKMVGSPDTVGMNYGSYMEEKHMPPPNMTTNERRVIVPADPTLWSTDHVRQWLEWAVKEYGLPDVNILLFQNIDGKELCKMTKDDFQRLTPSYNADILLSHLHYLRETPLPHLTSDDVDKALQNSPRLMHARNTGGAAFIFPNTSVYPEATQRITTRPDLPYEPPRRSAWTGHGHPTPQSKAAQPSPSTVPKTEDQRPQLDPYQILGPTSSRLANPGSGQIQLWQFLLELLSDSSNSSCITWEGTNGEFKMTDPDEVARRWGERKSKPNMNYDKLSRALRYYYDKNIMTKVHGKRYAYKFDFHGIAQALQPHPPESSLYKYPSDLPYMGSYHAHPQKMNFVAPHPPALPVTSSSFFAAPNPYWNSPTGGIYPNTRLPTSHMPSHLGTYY
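His-tagged ERG Ets domain (1 uM in the protein solution; 300mM KCl, 50mM Tris-HCl, 1mM EDTA, 1mM DTT, pH 7.5) received compound, then a probe mix of 5 nM fluorescein-DNA and 100nM Texas-615-DNA. Fluorescence polarization was read for both dyes.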
APE1 inh: APE1 (human) endonuclease inhibition; P27695; recombinant APE1, TAMRA/BHQ-2 abasic DNA cleavage fluorescence; Potency, µM (series often up to 65.8 µM), for inactives: at the highest dose activity change, negative = inhibition, usual class: inhibitors; 350,000 tested, 0.35% active;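 also: potency is read from the fitted curve at half-maximal effect; plate controls were vehicle for no effect and reference inhibitor for full effect; nearly all actives have a fitted effect of over 55% in size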
Target sequence (P27695 whole entry, looked up): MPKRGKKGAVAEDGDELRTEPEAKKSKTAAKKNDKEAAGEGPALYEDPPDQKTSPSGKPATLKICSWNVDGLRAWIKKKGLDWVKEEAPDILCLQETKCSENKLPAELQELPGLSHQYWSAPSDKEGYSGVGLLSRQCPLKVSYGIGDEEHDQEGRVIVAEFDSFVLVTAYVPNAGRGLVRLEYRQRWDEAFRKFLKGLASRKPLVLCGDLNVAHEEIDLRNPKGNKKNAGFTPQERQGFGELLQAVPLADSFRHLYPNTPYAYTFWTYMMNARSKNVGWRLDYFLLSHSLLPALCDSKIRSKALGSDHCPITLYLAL
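Step 1: APE1 (0.75 nM) with compound, 15 min RT. Step 2: add 50 nM fluorophore/quencher THF duplex. Step 3: three fluorescence reads 60 s apart (525/598 nm); read 3 minus read 1 = reaction progress.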
TRHR ag: agonists of human TRH receptor; P34981; TRHR cells, calcium flux fluo-8, FDSS agonist mode; activation, % at 2 µM; 360,000 tested, 0.18% active; AID 493084; in the data active = activation above about 30%; also: 0% is about no effect
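TRHR-expressing cells, plated overnight in medium with 10% serum, were loaded with fluo-8 calcium dye at room temperature. After a 10 s baseline, library compound was pin-added and calcium release was recorded kinetically (ex 480/em 530) as agonist response.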
ALOX12 inh: inhibitors of human 12S-lipoxygenase ALOX12; Potency, µM (highest dose often 108 µM), for the others: at the top dose activity change, negative = inhibition, hits mostly inhibitors; purified 12hLO, xylenol orange hydroperoxide absorbance; 580,000 tested, 1.1% active; also: potency is read from the fitted curve at half-maximal effect; % is scaled to controls: 0 for no effect and ±100 for the full control effect
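Purified human 12hLO at 150 nM in 25 mM Hepes, 0.01% Triton X-100, pH 7.0, preincubated 15 min at room temperature with compound. Reaction started with 40 uM arachidonic acid, 30 min at room temperature. Hydroperoxide measured by Fe-xylenol orange, 573/405 nm absorbance ratio.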
POLI inh: blocks human DNA polymerase iota activity; Pol iota fluorescent replication assay, 10 min; Potency, µM (series often up to 115 µM), for the others: top-dose activity, negative = inhibition, hits mostly inhibitors; Q9UNA4; 390,000 tested, 1% active; also: potency is read from the fitted curve at half-maximal effect
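Pol iota at 10 nM preincubated 15 min with compounds at room temperature; reaction started with fluorescent substrate, 50 nM final. Fluorescence read kinetically at 0 and 10 min; buffer-only wells as negative control.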
BLM helicase inh: Bloom syndrome helicase (human) inhibition; recombinant BLM DNA unwinding, fluorescence dequenching; Potency, µM (doses to about 56.1 µM), for inactives: at the highest dose activity change, negative = inhibition, hits mostly inhibitors; 350,000 tested, 0.2% active;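 also: potency is read from the fitted curve at half-maximal effect; plate controls were vehicle for no effect and no enzyme for full effect; nearly all actives have a fitted effect of over 35% in size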
Apoferritin bind: candidate novel general anesthetic via apoferritin binding; Potency, µM (titrated, usually from 77.5 µM), for inactives: at the highest dose activity change, negative = displacement, usual class: inhibitors; apoferritin/1-aminoanthracene competitive binding, fluorescence; 350,000 tested, 0.074% active; P02791; also: potency is read from the fitted curve at half-maximal effect; % is scaled to controls: 0 for no effect and ±100 for the full control effect; nearly all actives have a fitted effect of over 20% in size
Target sequence (P02791 2-175 limits assumed): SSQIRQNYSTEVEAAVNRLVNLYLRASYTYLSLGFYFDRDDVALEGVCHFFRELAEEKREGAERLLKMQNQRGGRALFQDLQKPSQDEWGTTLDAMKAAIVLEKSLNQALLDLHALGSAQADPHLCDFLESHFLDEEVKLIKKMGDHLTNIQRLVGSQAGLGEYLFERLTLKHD
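Concentration-response curves derived by four-parameter Hill fitting of normalized fluorescence, where compounds displaced 1-AMA from 10 uM horse apoferritin following a brief 10 min room-temperature incubation; propofol titration acted as positive control.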
POLK inh: inhibitors of human DNA polymerase kappa; Q9UBT6; purified Pol kappa, fluorescent DNA synthesis assay, 10 min; Potency, µM (titrated, usually from 107 µM), for inactives: top-dose activity, negative = inhibition, usual class: inhibitors; 400,000 tested, 0.53% active; AID 588579; also: potency is read from the fitted curve at half-maximal effect; % is scaled to controls: 0 for no effect and ±100 for the full control effect
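50 nM final substrate added after 15 min RT preincubation of 10 nM Pol kappa with compound; fluorescence read at 0 and 10 min.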
Pol beta inh: DNA polymerase beta (human) inhibition; Potency, µM (doses to about 114 µM), for the others: top-dose activity change, negative = inhibition, actives largely listed as inhibitors; 340,000 tested, 1.3% active; Pol beta primer extension/strand displacement, fluorescence kinetic; also: potency is read from the fitted curve at half-maximal effect; % is scaled to controls: 0 for no effect and ±100 for the full control effect
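Pol beta (10 nM) was preincubated with compound for 15 min at room temperature. The reaction was then started with 50 nM substrate and read immediately and after a further 10 min at room temperature.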
Numbers without * were called inactive; i = inactive; ? = inconclusive; nt = no result given; [ ] = another dose, or the depositor's remark. Unless noted, calls follow the shape of the dose curve; as a rule, active = well fitted curve in the direction sought with a large enough effect; inconclusive = small, poorly fitted or top-dose-only effect, or another doubt; inactive = no such curve, though single readings can be large; an effect the other way counts as inactive or inconclusive. Not all compounds are listed; rates above refer to the full screens.

#	structure	ERG-DNA inh	APE1 inh	TRHR ag	ALOX12 inh	POLI inh	BLM helicase inh	Apoferritin bind	POLK inh	Pol beta inh
1	Cc1cc(C)c2c(N)c(C(=O)NCC3CCCCC3)sc2n1	-2%	-3%	0.0	?	18%	-1%	54%[activator]	-11%	13%
2	CCOc1ccc(N2C(=O)CC(SCc3nc4ccccc4[nH]3)C2=O)cc1 (stereo not given)	-2%	-5%	-1.4	-2%	15%	-6%	-6%	0%	-30%
3	COc1ccc(N2CCN(C(=O)CSc3n[nH]c(-c4ccccc4)n3)CC2)cc1	3%	nt	0.4	0%	3%	-2%	4%	-8%[60.1 µM]	2%
4	CCn1ccc(C(=O)Nc2cccc(Cl)c2)n1	-9%	-1%	0.1	10%	7%	0%	-11%	-2%	33%[activator]
5	CCN1C(=O)C2(c3ccccc31)c1c(oc3ccccc3c1=O)C(=O)N2CCOC (stereo not given)	1%	nt	0.2	0%	12%	0%	-5%	-24%	-12%
6	O=C(c1cc2cc(Cl)ccc2oc1=O)N1CCOCC1	0%	-3%	1.1	-11%	5%	-1%	0%	0%	-27%
7	Cc1ccc(C2c3[nH]c4ccccc4c3CCN2C(=O)CCc2ccccc2)cc1 (stereo not given)	2%	nt	0.6	-21%	-10%	-12%	43%[activator]	-4%[60.1 µM]	12%
8	CCOc1ccc2nc(NC(=O)C3CCN(c4cnccn4)CC3)sc2c1	1%	-1%	-1.2	-12%	4%	-3%	-9%	-15%	-4%
9	Cc1cc(=O)[nH]c(/N=C(\N)Nc2cccc3ccccc23)n1	8%	-2%	-0.7	?	?	-22%	-6%	-4%	22µM*
10	O=C1c2ccccc2C(=O)C1c1ccccc1	9%	1%	-0.7	-12%	-15%	0%	?	-4%	6%
11	Cc1cc(C)c(OCC(=O)NCC(c2ccco2)N2CCCCC2)c(C)c1 (stereo not given)	21%	-20%	0.4	?	4%	nt	nt	-18%	nt
12	CCCCN(C)CC(O)Cn1cc(/C=C/C(=O)c2cccs2)c2ccccc21 (stereo not given)	-11%	8%	6.1	nt	30%[activator]	16%	38%[activator]	-4%	-22%
13	CC1C(=O)CC(c2ccco2)NC1c1ccco1 (stereo not given)	nt	0%	-3.3	nt	nt	0%	-19%	nt	-21%
14	COc1cc(NC(=O)N2CCN(c3cc(-c4noc(C)n4)ccc3C)CC2)cc(OC)c1OC	1%	nt	-0.6	13%	6%	-3%	8%	-5%[60.1 µM]	32%
15	COc1ccccc1-c1n[nH]c(=S)o1	-3%	-6%	0.8	?	-8%	2%	-1%	-1%	0%
16	Cc1ccc(C)c(N(C(=O)c2snc(C(N)=O)c2N)C(C(=O)NCC2CCCO2)c2ccc(C)o2)c1 (stereo not given)	-8%	-12%	-1.2	-1%	147%[activator]	-7%	0%	-2%	4%
17	CC(C)COc1ccc(C(=O)N(Cc2ccco2)C2CCS(=O)(=O)C2)cc1 (stereo not given)	-1%	-2%	-0.4	67%[activator]	7%	-4%	?	-2%	23%
18	Brc1cccc(-c2nnc3sc(CNC4CCCC4)cn23)c1	10%	2%	0.5	-17%	16%	-2%	-8%	15%	-5%
19	CCCN(CCC)C(=O)c1ccc2nc(-c3ccc(OC)c(OC)c3)c(-c3ccc(OC)c(OC)c3)nc2c1	22%	-12%	-0.2	?	-43%	-9%	-17%	-3%	-5%
20	O=C(COc1ccccc1F)Nc1ccc(Cl)c(-c2nc3ccccc3[nH]2)c1	2%	nt	-0.8	-7%	-9%	-7%	-10%	-1%	33%
21	Cc1ccc(CNC(=O)c2ccc3c(=O)c(O)c(-c4ccc(C)cc4)[nH]c3c2)cc1	-1%	?	4.7	176%[activator]	20%	-4%	39%[activator]	-13%	-5%
22	O=S(=O)(c1ccc(SCc2ccc(Cl)cc2)nc1)N1CCCC1	-9%	-9%	1.4	-3%	9%	nt	nt	5%	nt
23	CCOc1ccc(/C=N/NC(=O)C2(O)c3ccccc3-c3ccccc32)cc1	-15%	3%	1.6	-13%	88%[activator]	1%	1%	-6%	-6%
24	Cc1cc(-c2nnc3n2N=C(c2ccc(-c4ccccc4)cc2)CS3)n[nH]1	-7%	23%	-0.5	0%	3%	-1%	-21%	-13%	6%
25	O=C(COC(=O)C1CCC1)NCc1ccccc1	-14%	0%	0.1	-24%	32%[activator]	nt	nt	-4%	nt
26	CCOc1ccc(NC(=O)N(Cc2c[nH]c3ccccc23)C2CCCCC2)cc1	-4%	nt	1.5	-8%	0%	1%	-4%	-4%	6%
27	Cc1ccc(NC(=O)COC(=O)Cc2ccccc2)cc1S(=O)(=O)N1CCOCC1	nt	50%[activator]	nt	i	16%	nt	nt	-12%	nt
28	CC(C)c1nnc(NC(=O)C2c3ccccc3Oc3ccccc32)s1	-9%	-9%	1.1	-16%	7%	-7%	7%	1%	?
29	CCN1CCN(CCCOc2ccc(Cl)cc2Br)CC1	1%	2%	-1.0	?	?	-12%	-12%	-9%	1%
30	O=C(OCC(=O)N1CCCCC1)c1cc(NS(=O)(=O)c2ccc(Cl)c([N+](=O)[O-])c2)ccc1O	5%	1%	-1.9	-28%	1%	-1%	-5%	0%	2%
31	Cc1ccc(C(=O)O/N=C(\N)c2cccc([N+](=O)[O-])c2)cc1	2%	-8%	-0.5	-7%	10%[58.9 µM]	-3%	-13%	-5%	10%
32	COC(=O)c1c(CSc2cccc(C)c2)noc1C(=O)NCc1ccco1	1%	-7%	-0.6	-23%	?	-7%	?	-23%	2%
33	O=C(CSc1nnnn1-c1ccccc1)N1CCCc2ccccc21	5%	-1%	-0.4	0%	21%	-10%	?	-7%	6%
34	O=C(CSc1nnc(-c2ccncc2)n1Cc1ccco1)Nc1nc(-c2ccccc2)cs1	-11%	-5%	0.0	?	3%	-10%	-16%	-1%	8%
35	COC(=O)Nc1ccc(S(=O)(=O)N2c3ccccc3CCC2C)cc1 (stereo not given)	nt	-1%	-0.1	19%	?	-12%	?	-16%	?
36	CCCCc1nnc(NC(=O)CSCc2cc(=O)n3cc(C)sc3n2)s1	-2%	55%[activator]	-0.3	-8%	-12%	0%	-4%	0%	28%
37	COc1ccc(C(CCNCc2ccc(OC(C)C)cc2)C(C)C)cc1 (stereo not given)	5%	6%	-0.1	?	-3%	-3%	8%	-1%	0%
38	COc1ccc(/C(C)=N/NC(=O)c2ccc3nc[nH]c3c2)cc1	5%	31%	0.4	0%	46%[activator]	-7%	-5%	19%	-9%
39	COc1ccc(C2=NN(S(=O)(=O)c3ccccc3)C(c3ccccc3)C2)cc1 (stereo not given)	-3%	-4%	0.1	0%	-2%	-6%	-1%	-10%	3%
40	O=C(Nc1ccc(Cl)cc1)C1CC(=O)n2c(nc3ccccc32)N1 (stereo not given)	1%	-2%	-0.9	nt	123%[activator]	-3%	-3%	2%	25%
41	COc1ccccc1CNC(=O)CCC1N=C2c3ccccc3N=C(SCC(=O)Nc3ccc(F)cc3)N2C1=O (stereo not given)	-1%	nt	-0.3	-27%	7%	3%	?	-4%[60.1 µM]	-18%
42	COc1cccc(/C=C2\SC(=O)N(CCC(=O)N3CCC(C(=O)O)CC3)C2=O)c1	12%	30%	0.4	4%	22%	-1%	-3%	4%	1%
43	CCOC(=O)c1c(C2COc3ccccc3O2)csc1NC(=O)c1ccco1 (stereo not given)	6%	0%	0.3	?	4%	-6%	0%	-4%	-1%
44	COc1ccc(CCNS(=O)(=O)c2cccc3cccnc23)cc1OC	10%	4%	0.1	-6%	17%	3%	-16%	12%	-2%
45	Cc1ccc(C)c(C(=O)Nc2ccncc2)c1	1%	27%	-0.2	14%	117%[activator]	-7%	-3%	-6%	37%

Molecules from the list above containing a Cl atom (seven):
#	structure	ERG-DNA inh	APE1 inh	TRHR ag	ALOX12 inh	POLI inh	BLM helicase inh	Apoferritin bind	POLK inh	Pol beta inh
4	CCn1ccc(C(=O)Nc2cccc(Cl)c2)n1	-9%	-1%	0.1	10%	7%	0%	-11%	-2%	33%[activator]
6	O=C(c1cc2cc(Cl)ccc2oc1=O)N1CCOCC1	0%	-3%	1.1	-11%	5%	-1%	0%	0%	-27%
20	O=C(COc1ccccc1F)Nc1ccc(Cl)c(-c2nc3ccccc3[nH]2)c1	2%	nt	-0.8	-7%	-9%	-7%	-10%	-1%	33%
22	O=S(=O)(c1ccc(SCc2ccc(Cl)cc2)nc1)N1CCCC1	-9%	-9%	1.4	-3%	9%	nt	nt	5%	nt
29	CCN1CCN(CCCOc2ccc(Cl)cc2Br)CC1	1%	2%	-1.0	?	?	-12%	-12%	-9%	1%
30	O=C(OCC(=O)N1CCCCC1)c1cc(NS(=O)(=O)c2ccc(Cl)c([N+](=O)[O-])c2)ccc1O	5%	1%	-1.9	-28%	1%	-1%	-5%	0%	2%
40	O=C(Nc1ccc(Cl)cc1)C1CC(=O)n2c(nc3ccccc32)N1 (stereo not given)	1%	-2%	-0.9	nt	123%[activator]	-3%	-3%	2%	25%
